NCI-60 one-dose screen, 48 h, at 10 µM unless noted. Numbers give growth in % (100 = growth as untreated, 0 = no growth, -100 = all killed).
NCI-H23: NCI-H23 lung cancer. 4% of 80,000 active. AID 1794731
SK-OV-3: SK-OV-3 ovarian cancer cells; 3.2% of 80,000 active
NCI-H522: NCI-H522 lung cancer. 8% of 78,000 active
IGROV1: IGROV1 ovarian cancer. 4.7% of 79,000 active. AID 1794786
OVCAR-4: OVCAR-4 ovarian cancer cells; AID 1794784; 3.7% of 80,000 active
NCI/ADR-RES: NCI/ADR-RES ovarian cells; AID 1794790; 4.4% of 81,000 active
OVCAR-5: OVCAR-5 ovarian cancer; 2.9% of 82,000 active
OVCAR-8: OVCAR-8 ovarian cancer. AID 1794782. 4.4% of 81,000 active
OVCAR-3: OVCAR-3 ovarian cancer; AID 1794787; 7% of 79,000 active
Numbers without * were called inactive; . = not tested or not shown; & = joins results of further samples; [ ] = dose if it differs, or a comment. The calls were made as follows: active = growth percent below 10; inactive = the rest.

SMILES	NCI-H23	SK-OV-3	NCI-H522	IGROV1	OVCAR-4	NCI/ADR-RES	OVCAR-5	OVCAR-8	OVCAR-3
CN(C)c1ccc(/C=C/C(=O)c2ccc3ncc(C(N)=O)c(Nc4ccc(Cl)cc4)c3c2)cc1	94	100	118	96	109	105	103	105	112
Cc1ccc(-c2c(C#N)c(N)nc3c2CCCC3C)cc1 (centres undefined)	92	93	87	94	86	90	99	92	129
Oc1ccc(/C=N/Nc2c3ccccc3nc3ccccc23)cc1	84	98	86	97	78	96	103	100	92
COc1cc(C(=O)/C=C/c2cn(-c3ccccc3)nc2-c2cccc(Nc3ccnc4cc(Cl)ccc34)c2)cc(OC)c1OC	100	115	106	93	127	.	112	79	132
Clc1cnc(OC2CCC2)nc1-n1cnc2ccccc21	81	81	86	61	84	94	100	99	95
CSc1ccc(CCNc2nc(N)nn2S(=O)(=O)c2ccc(NC(C)=O)cc2)cc1	98	112	102	111	97	108	104	104	109
CCCCCCCCCCCCNC(=O)N1C(=O)CCN1C	98	105	66	96	95	109	99	91	112
OC(c1ccccc1)c1nnc(SCc2ccccc2)n1Cc1ccccc1 (centres undefined)	98	90	87	94	82	93	93	99	103
CCCCCCCCCCCCCCCCCCOc1cccc(CC(=O)NCC[N+](C)(C)C)c1	88	100	83	17	95	100	63	87	89
CC(C)CNCC(=O)Nc1ccc(C(=O)OCC(C)C)cc1	98	95	90	102	113	109	103	103	103
Cc1ccc(/C=c2\sc3nc4ccccc4n3c2=O)cc1	.	113	105	95	106	105	103	108	115
COC(c1ccccc1)C(Br)C(=O)c1ccccc1 (centres undefined)	109	.	75	97	93	104	108	92	115
Cc1oc2nc[nH]c(=O)c2c1C(=O)/C=C/c1ccc([N+](=O)[O-])cc1	89	.	81	83	89	79	103	87	82
CCOC(=O)NN(C(=O)OCC)N1CCOCC1	110	108	109	98	95	101	109	97	110
O=C1CC2C=CCN2C=C1NC(=O)C1CCCCC1 (centres undefined)	97	111	90	105	105	98	102	109	99
COc1cc(OCc2cccc(-c3ccc4c(c3)OCCO4)c2C)cc(OC)c1CN[C@@H](CO)C(=O)O	102	108	88	100	92	104	96	106	104
Cc1ccc(/C=C(/NC(=O)c2ccccc2)C(=O)Nc2ccc(S(N)(=O)=O)cc2)cc1	95	100	90	99	91	99	103	98	111
N#C/C(=C/c1ccccc1)c1ccccc1	117	105	96	120	119	107	108	108	124
NC1CC2CCC1C2 (centres undefined)	.	115	104	135	116	129	101	109	128
Nc1ccccc1-c1n[nH]c(=O)[nH]c1=O	97	108	.	108	94	102	109	105	118
CCC(C)(c1ccc(O)c(C)c1)c1ccc(O)c(C)c1	92	51	76	86	92	103	101	103	102
O=C(c1ccccc1)N1N=C(c2ccc(-n3ccc(C(F)(F)F)n3)c(F)c2)CC1c1ccc[nH]1 (centres undefined)	104	141	90	108	116	100	104	104	116
NCC(=O)NCC(=O)OCc1ccccc1	99	99	114	117	103	103	97	106	108
CCN(CC)CCCNc1cc(OC)cc2ccc(OC)nc12	111	110	98	105	34	103	.	96	81
Cc1ccc2[nH]c(-c3ccc(S(C)(=O)=O)cc3)c(/C=N/N=C(N)N)c2c1	76	58	-7.3*	76	91	49	101	58	28
CCOC(=O)c1c(Cc2[nH]c(C=O)c(C)c2OC(=O)CC)[nH]c(C=O)c1C	74	110	83	44	97	69	83	84	84
CCCCCCCSc1ccc(C(=O)CCN2CCN(C)CC2)cc1	95	103	89	99	102	99	100	92	108
COc1ccccc1/C=N/NC(=O)O	95	83	86	95	97	107	105	97	109
CCCCCCCOc1cccc(/C=C2/C(=O)N=C3SCCCN32)c1	71	88	24	80	63	57	91	72	51
CCCn1cc(/C=N\N=C2\C(=O)Nc3c(F)cccc32)c2ccccc21	91	105	72	61	79	103	110	83	65
Nc1c(C2CCCCC2)c(=O)on1C(=O)c1ccccc1	99	110	103	106	151	105	123	91	116
CC(=O)N(N=O)c1c(Br)cc(C)cc1Br	107	107	97	101	103	112	101	94	110
O=C1CCC(N2C(=O)c3cccc(NCCCCCC(=O)N4CCN(c5ccc6nc7c(nc6c5C(F)(F)F)C(=O)c5ncccc5C7=O)CC4)c3C2=O)C(=O)N1 (centres undefined)	-49*	-67*	-62*	-75*	-83*	20	-91*	-53*	-50*
Cc1ncc(N)nc1C	94	100	101	104	94	94	108	107	102
Nc1[nH]c(=O)[nH]c(=O)c1-c1c(-c2ccc3c(c2)OCO3)[nH]c2[nH]c(=O)[nH]c(=O)c12	101	119	111	122	108	104	111	128	127
O=C(Cc1ccccc1)c1ccc(O)c(Cl)c1	24	101	10	60	64	28	66	43	12
Cc1ccc2c3c(c(=O)[nH]c2c1)C(c1ccc(Cl)cc1)c1c(ncn2nc(-c4ccco4)nc12)O3 (centres undefined)	96	118	90	97	97	99	98	103	107
COc1ccc(C(=O)NNC(=O)c2cc(OC)c(OC)c(OC)c2)cc1O	93	93	66	100	105	94	99	101	109
C=CCN=C(NC#N)SC	85	157	60	.	98	87	89	96	114
CCn1cc(C(=O)O)c(=O)c2cc(F)c(N3CCN(C(=O)CSc4nc(N)cc(=O)[nH]4)CC3)cc21	104	111	93	100	111	110	100	96	104

Some of the entries so far, in CSV form:
SMILES,NCI-H23,SK-OV-3,NCI-H522,IGROV1,OVCAR-4,NCI/ADR-RES,OVCAR-5,OVCAR-8,OVCAR-3
CCCCCCCSc1ccc(C(=O)CCN2CCN(C)CC2)cc1,95,103,89,99,102,99,100,92,108
O=C1CCC(N2C(=O)c3cccc(NCCCCCC(=O)N4CCN(c5ccc6nc7c(nc6c5C(F)(F)F)C(=O)c5ncccc5C7=O)CC4)c3C2=O)C(=O)N1 (centres undefined),-49*,-67*,-62*,-75*,-83*,20,-91*,-53*,-50*
CCC(C)(c1ccc(O)c(C)c1)c1ccc(O)c(C)c1,92,51,76,86,92,103,101,103,102
O=C(c1ccccc1)N1N=C(c2ccc(-n3ccc(C(F)(F)F)n3)c(F)c2)CC1c1ccc[nH]1 (centres undefined),104,141,90,108,116,100,104,104,116
CCn1cc(C(=O)O)c(=O)c2cc(F)c(N3CCN(C(=O)CSc4nc(N)cc(=O)[nH]4)CC3)cc21,104,111,93,100,111,110,100,96,104
CCOC(=O)c1c(Cc2[nH]c(C=O)c(C)c2OC(=O)CC)[nH]c(C=O)c1C,74,110,83,44,97,69,83,84,84

Carrying on.
SMILES	NCI-H23	SK-OV-3	NCI-H522	IGROV1	OVCAR-4	NCI/ADR-RES	OVCAR-5	OVCAR-8	OVCAR-3
Cc1nc(Br)c(Br)n1Cc1ccccc1	85	88	83	107	.	93	87	97	101
COc1ccc(Nc2ncccc2NC(=O)c2cn(Cc3cccc(Oc4ccccc4)c3)nn2)cc1	92	103	78	99	79	77	105	87	92
CC(=O)ON1CCCC(P(=O)(NCc2ccc(F)cc2)OCc2ccc([N+](=O)[O-])o2)C1=O (centres undefined)	101	106	96	104	107	107	105	105	113
C=C1C(=O)O[C@H]2[C@H]1CC/C(CNC(=O)C(C)c1ccc(CC(C)C)cc1)=C\CC[C@@]1(C)O[C@@H]21 (some centres undefined)	51	88	7.5*	-36*	29	55	57	-33*	-88*
O=c1[nH]c(N2CCNCC2)nc2sc3c(c12)CCCC3	96	79	.	96	99	94	95	89	106
CCN(CC)S(=O)(=O)c1ccc(S(=O)(=O)N2CCC[C@@H](C(=O)NC3COC3)C2)cc1	62	87	75	97	73	98	95	90	84
O=C(Nc1ccc(Cl)cc1)N1CCN(C(c2ccc(F)cc2)c2ccc(F)cc2)CC1	85	84	70	82	82	82	74	89	88
ClCC1(CSc2ncnc3nc[nH]c23)COC1	105	106	91	122	107	108	113	106	113
CN1CCN(Cc2cc(=O)oc3ccc4ccccc4c23)CC1	100	91	82	96	110	98	109	94	107
CN1C(=O)C(=Cc2ccc(OCC(=O)N3CCOCC3)cc2)C(=O)N(C)C1=O	105	101	101	112	108	107	109	106	110
CCn1c(Sc2nnc(NC(=O)CN3CCCCC3)s2)nc2c1c(=O)n(C)c(=O)n2C	106	.	99	105	99	110	98	101	103
NS(=O)(=O)c1ccc(N2N=C(c3ccc(-c4ccccc4)cc3)CCC2=O)cc1	81	97	30	57	93	103	104	48	117
CC(=O)OC1COC(OC(C)=O)CO1 (centres undefined)	103	112	90	.	101	107	98	105	106
COc1cc(/C=C/C(=O)c2ccc(NC(=O)CSc3nnc(-c4ccccc4)o3)cc2)cc(OC)c1OC	88	114	78	97	106	91	143	80	94
O=C(Nc1ccc2ccccc2c1[N+](=O)[O-])c1ccccc1	90	103	94	77	66	97	75	94	98
O=C(O)CNC(=O)CCc1nc2c(=O)[nH]c(=S)[nH]c2[nH]c1=O	99	112	97	110	107	108	105	102	110
O=C(NO)c1ccc(CN2CCN(c3nc(-c4ccccc4)c4ccccc4n3)CC2)cc1	-5.1*	-22*	-21*	18	23	-36*	19	8.5*	28
CN(C)N=Nc1cccc(Cl)c1	102	94	81	106	115	104	109	97	107
CN(C(=O)c1cc2ccccc2[nH]1)c1ccccc1C(=O)O	101	97	95	92	108	100	100	103	112
O=C(NC1CCCCCCC1O)c1ccccc1 (centres undefined)	99	106	94	111	107	102	102	101	100
Cc1ccc(Nc2oc(-c3ccccc3)nc2[P+](c2ccccc2)(c2ccccc2)c2ccccc2)cc1	-52*	-34*	-57*	-12*	6.4*	-52*	11	-27*	-31*
CC1CC=CCC1C(=O)OCCOC(=O)C1CC=CCC1C (centres undefined)	102	112	97	85	.	111	106	101	113
CCOC(=O)/C(Cc1ccnnc1)=N\O	108	109	102	117	104	112	114	108	119
Cc1ccc(C(=O)Nc2cc(-n3cnc(F)c3)cc(C(F)(F)F)c2)cc1C#Cc1cnc2cccnn12	45	114	65	72	77	57	68	67	119
C=C1C(=O)O[C@H]2[C@H]1CC/C(COC(=O)NCCc1c[nH]c3ccc(Cl)cc13)=C\CC[C@@]1(C)O[C@@H]21	14	96	-80*	-84*	-81*	34	-11*	-44*	-96*
O=c1[nH]c(Cn2nnc(-c3ccccc3)n2)nc2sc3c(c12)CCCC3	96	111	107	.	100	108	104	107	110
CCCCCCCNCCCCCC	96	96	95	105	98	94	90	98	118
O=C(O)/C=C\c1ccc(N=[N+]([O-])c2ccc(/C=C\C(=O)O)cc2)cc1	99	103	69	110	109	98	100	98	110
CC(C)(C)[Si](C)(C)OCC1OC(n2cnc3c(N)ncnc32)C2OC(=S)OC12 (centres undefined)	103	104	96	94	113	105	.	94	99
CC(=O)OCC1O[C@@H](O[C@@H]2O[C@H](CO[Si](C)(C)C(C)(C)C)[C@H]3CCCC[C@@H]23)[C@@H](OC(C)=O)C(OC(C)=O)[C@@H]1OC(C)=O (some centres undefined)	100	110	84	106	99	88	101	93	94
CCNc1ccccc1C(=O)O	106&105	117&95	113&106	85&89	108&102	103&123	104&126	104&94	120&96
O=C1Nc2ccccc2/C1=C/c1ccc(OCc2ccc(Cl)cc2)cc1	88	112	85	106	85	95	98	93	.
CCOC(=O)c1ccc2n1CCc1cnc(NC(C)=O)nc1-2	107	113	99	104	107	104	97	109	114
CCOC(=O)CC(C#N)c1ccc([N+](=O)[O-])cc1 (centres undefined)	103	109	98	115	118	105	114	107	114
C=C(C)[C@@H]1CC[C@]2(CO)CC[C@]3(C)[C@H](CC[C@@H]4[C@@](C)(CCCO)[C@H](C(=C)C)CC[C@]43C)[C@@H]12	64	79	55	98	61	69	84	66	76
Cc1cc(N2CCOCC2)nc(-n2ccnc2)n1	98	94	102	99	102	102	98	97	101
Nc1ccc(Nc2ncnc3sc4c(c23)CCN(Cc2ccccc2)C4)cc1	102	113	91	101	97	101	107	99	.
COC(=O)/C=C(/CC(=O)OC)Nc1ccc(OC)cc1	.	88	75	93	107	100	85	95	106
COc1ccc(-c2nnc(/C=C/c3cn(-c4ccccc4)nc3-c3ccccc3)o2)cc1OC	91	106	89	90	103	93	96	106	101
c1ccc(C(Nc2ccccn2)(c2ccccc2)c2ccccc2)cc1	75	68	71	89	80	63	78	70	82
CCCN(CCC)c1ccc(NC(=O)c2cc(OC)c(OC)c(OC)c2)cc1	88	103	72	100	103	87	92	95	87
O=C(Nc1ccc2c(c1)OCO2)C1CC(=O)N(c2ccc3c(c2)CCC3)C1 (centres undefined)	74[50 µM]	70[50 µM]	64[50 µM]	73[50 µM]	65[50 µM]	72[50 µM]	106[50 µM]	54[50 µM]	75[50 µM]
COc1ccc(C(=O)c2cc3c(N)c(C(=O)Nc4ccc(C)cc4)sc3nc2C)cc1	43	35	13	29	51	15	30	22	-5.4*
C[C@H]1C[C@@H]2[C@H]([C@@H](O)C[C@@]3(C)[C@H]2CC[C@]3(O)C(=O)CF)[C@@]2(C)C=CC(=O)C=C12	98	58	80	87	93	87	75	95	102
c1ccc2nc(-c3ccc4ccccc4n3)ccc2c1	88	90	70	79	92	100	97	99	97
COC(=O)c1cccc2c1C(=O)c1ccccc1-2	98	115	.	130	105	110	101	103	112
COc1ccc(C)cc1NC(=O)Nc1sc2cc(O)ccc2c1C(N)=O	84	109	66	76	95	93	84	102	73
Cc1cc(N2CCC(C)CC2)nc(N2CCN(CC(=O)Nc3ccc4c(ccn4Cc4ccccc4)c3)CC2)n1	63	45	79	83	65	63	80	54	71
